# High-throughput results as filed in PubChem BioAssay.
# HRas wt GTP bind: changes GTP binding to wildtype human HRas; GST-Ras wt beads, Bodipy-FL-GTP binding, flow cytometry; actives lie on both sides; GTP binding activity, % at 10 µM; P01112; 0.14% of 190,000 active;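 active = GTP binding activity at least 20% away from the 100% baseline, either lowered as inhibitor or raised as activator; inconclusive = flagged as likely green fluorescent, judged across all proteins in the well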;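 note: 0% = unlabeled GTP competition control and 100% = no-compound control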
# Target sequence (P01112 whole entry, looked up): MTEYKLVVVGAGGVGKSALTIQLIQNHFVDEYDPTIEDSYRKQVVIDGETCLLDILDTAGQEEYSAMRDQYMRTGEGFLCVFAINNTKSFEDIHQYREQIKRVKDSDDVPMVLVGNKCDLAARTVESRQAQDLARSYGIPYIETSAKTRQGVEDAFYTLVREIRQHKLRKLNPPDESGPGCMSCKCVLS
# Pf gamet viab: kills late stage P. falciparum gametocytes; 0.065% of 150,000 active; P. falciparum stage V gametocytes, ATP luminescence, 24 h; AID 743093; inhibition, % at 10.9 µM;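 active = inhibition above the mean plus 3 SD of compounds within the control limits, set per campaign, cut at about 38% in these data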;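 note: 0% = DMSO wells and 100% = medium only without gametocytes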
# Avidin fluor: avidin bead compound fluorescence profile; Avidin beads, compound fluorescence 488/530 nm, flow cytometry; active compounds read high; fluorescence (KMESF) at 10 µM; 0.38% of 220,000 active; AID 1775; in the data active = fluorescence above about 47; note: inactives centre near 10
# GSH fluor: GSH bead compound fluorescence profile | 0.25% of 190,000 active | AID 1776 | fluorescence (KMESF) at 10 µM | GSH beads flow cytometry, compound fluorescence 488/530 nm; active compounds read high; in the data active = fluorescence above about 89;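 note: glutathione beads carrying GST-tagged Bcl family fusion proteins plus one bare bead set; values are compound well signal with DMSO vehicle wells as background; inactives centre near 16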
# Rab2 wt GTP: changes GTP binding to wildtype dog Rab2A, up or down; GST-Rab2 wt beads, Bodipy-GTP binding, flow cytometry; GTP binding activity, % at 10 µM; 0.19% of 190,000 active; AID 760;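 active = GTP binding activity at least 20 points away from 100%, either lowered or raised; inconclusive = signal likely due to the compound's own green fluorescence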;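 note: 0% = beads with excess unlabeled GTP and 100% = no-compound control corrected for plate trend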
# Rab7 wt GTP bind: alters GTP binding to wildtype dog Rab7; AID 758; 0.055% of 190,000 active; GTP binding activity (percent of control), % at 10 µM; GST-Rab7 beads, fluorescent GTP binding, flow cytometry; actives lie on both sides; untreated = 100%, excess cold GTP = 0%;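 active = fluorescent GTP binding to Rab7 beads changed by at least 20 points from the 100% baseline, either direction, mostly lower; inconclusive = compound itself probably fluorescent, or too few beads counted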;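 note: median green fluorescence of bound Bodipy-FL-GTP per Rab7 bead population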
# Rac1 wt modul: modulators of human Rac1 wildtype GTP binding; GTP binding activity (% of control), % at 10 µM; AID 757; P63000; GST-Rac1 beads, fluorescent GTP binding, flow cytometry; actives lie on both sides; 0 = cold GTP competed, 100 = untreated; 0.27% of 190,000 active;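 active = GTP binding activity at least 20 points away from the 100% control level, either lower or higher; inconclusive = compound flagged as likely green fluorescent, judged across all proteins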
# ABCG2 block: human ABCG2 inhibition, ABCB1 as counter-screen. inhibition, % at 6.6 µM. Q9UNQ0. 0.1% of 190,000 active. AID 1325. IgMXP3 cells, JC-1 efflux, flow cytometry;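 active = inhibition above 80%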;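 note: 0% = DMSO and 100% = nicardipine control wells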
# Target sequence (Q9UNQ0 whole entry, looked up): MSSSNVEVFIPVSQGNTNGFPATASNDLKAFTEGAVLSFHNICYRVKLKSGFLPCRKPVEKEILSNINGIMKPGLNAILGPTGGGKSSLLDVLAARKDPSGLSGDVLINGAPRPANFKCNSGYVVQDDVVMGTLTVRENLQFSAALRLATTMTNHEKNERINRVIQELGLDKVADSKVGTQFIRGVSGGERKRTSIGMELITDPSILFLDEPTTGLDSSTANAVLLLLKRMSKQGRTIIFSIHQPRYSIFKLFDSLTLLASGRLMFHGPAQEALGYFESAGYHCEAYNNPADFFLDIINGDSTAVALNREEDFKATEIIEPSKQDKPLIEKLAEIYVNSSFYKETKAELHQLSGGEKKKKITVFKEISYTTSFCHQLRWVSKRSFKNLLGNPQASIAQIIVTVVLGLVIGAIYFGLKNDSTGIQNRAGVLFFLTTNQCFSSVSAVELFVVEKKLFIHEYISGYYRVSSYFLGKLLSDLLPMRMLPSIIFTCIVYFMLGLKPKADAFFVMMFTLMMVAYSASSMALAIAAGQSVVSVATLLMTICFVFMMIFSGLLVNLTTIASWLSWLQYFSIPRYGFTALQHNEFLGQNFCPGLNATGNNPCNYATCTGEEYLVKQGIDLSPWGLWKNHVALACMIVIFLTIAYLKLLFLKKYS
#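 Test system: ABCG2 IgMXP3 and barcoded ABCB1 CCRF-Adr cell mix; Schedule: cells with compound and JC-1, 10 min at 25 °C, rotating, no wash; Technique: flow cytometry of retained JC-1 fluorescence; Measure: % inhibition of efflux relative to nicardipine and DMSO; Controls: nicardipine high and DMSO low controls.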
# ABCB1 inh: human ABCB1 inhibition, ABCG2 as counter-screen | CCRF-Adr cells, JC-1 efflux, flow cytometry | inhibition, % at 6.6 µM | 0.067% of 190,000 active | P08183; in the data active = inhibition above about 40%;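 note: 0% = vehicle and 100% = reference inhibitor; higher value means more JC-1 retained so stronger ABCB1 efflux block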
# Rac1 act GTP bind: alters GTP binding to activated mutant human Rac1; P63000; GST-Rac1 activated beads, fluorescent GTP binding, flow cytometry; actives lie on both sides; 100% means binding = to untreated wells; percent activity (GTP binding), % at 10 µM; 0.11% of 190,000 active;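 active = GTP binding at least 20 percentage points away from the 100% baseline, in either direction, so actives lie on both sides; inconclusive = Compound likely fluorescent itself, or too few beads counted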
# Cdc42 wt: human Cdc42 wildtype GTP binding change, either direction; 0.2% of 190,000 active; GST-Cdc42 beads, Bodipy-GTP binding, flow cytometry; actives lie on both sides; P60953; AID 761; percent activity (GTP binding), % at 10 µM;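 active = percent activity GTP binding at least 20 points away from the 100% baseline, either down as inhibitor or up as activator; inconclusive = compound flagged as likely green fluorescent from well-wide comparison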;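 note: median bead fluorescence of bound Bodipy-FL-GTP at 100 nM; 0% = excess unlabeled GTP control and 100% = no compound control; below 100% means less GTP binding so inhibitor and above means activator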
# Target sequence (P60953 whole entry, looked up): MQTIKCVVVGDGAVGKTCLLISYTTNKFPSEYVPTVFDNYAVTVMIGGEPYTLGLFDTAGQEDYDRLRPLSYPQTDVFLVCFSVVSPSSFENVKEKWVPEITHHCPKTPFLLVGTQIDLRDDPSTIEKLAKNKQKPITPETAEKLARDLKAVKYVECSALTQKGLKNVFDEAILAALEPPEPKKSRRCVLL
# Starred values were filed as active, the others as inactive; ? = inconclusive; . = not tested or not shown.
SMILES,HRas wt GTP bind,Pf gamet viab,Avidin fluor,GSH fluor,Rab2 wt GTP,Rab7 wt GTP bind,Rac1 wt modul,ABCG2 block,ABCB1 inh,Rac1 act GTP bind,Cdc42 wt
Cc1ccccc1NC(=O)Nc1ccccc1C(=O)NCc1ccccc1,96.0,2.0,33,11,93.0,95.0,96.0,0.8,0.0,93.0,96.0
Cc1ccc(C(=O)n2nc(-n3cccc3)c3c(C)cc(C)nc32)cc1,?,-21.2,11,14,?,?,?,3.1,1.3,?,?
Nc1cccc2nc3ccccc3cc12,100.0,.,30,21,99.0,99.0,102.0,5.1,-0.9,99.0,100.0
Cc1ccc(S(=O)(=O)N2CCC(=O)N(C(COCc3cccc(C)c3)C(C)C)CC2)cc1 (stereo not drawn),102.0,.,11,20,99.0,100.0,104.0,-2.2,2.2,99.0,102.0
O=C(NCc1nnc(SC/C=C/c2ccccc2)o1)c1ccco1,99.0,.,7,42,99.0,97.0,107.0,3.2,0.1,99.0,100.0
CCCCCn1c2nc3ccccc3nc2c2c(=O)n(CC(C)C)cnc21,95.0,.,9,35,95.0,94.0,96.0,17.5,1.9,94.0,96.0
Cc1onc(-c2ccccc2)c1C(=O)Nc1ccc2c(C)cc(=O)oc2c1,100.0,-5.8,20,13,100.0,101.0,101.0,1.8,0.6,99.0,100.0
COc1ccc(NC(=O)CSc2nncn2C)cc1OC,102.0,.,5,28,102.0,98.0,108.0,10.3,2.3,99.0,104.0
CCOC(=O)Cn1cc(C(=O)C(C)(C)C)c2ccccc21,98.0,-23.0,9,15,100.0,99.0,107.0,1.9,0.3,95.0,101.0
CC(=O)c1cccc(NC(=O)CSCc2ccccc2)c1,101.0,16.0,12,21,101.0,99.0,100.0,1.0,-2.6,97.0,100.0
COc1ccc(N2CCN(c3ccc(N)cc3C#N)CC2)cc1,97.0,-4.5,11,33,97.0,96.0,94.0,15.2,1.6,96.0,101.0
CCOC(=O)C1CCN(S(=O)(=O)c2c(C)n[nH]c2C)CC1,104.0,-0.6,16,17,106.0,96.0,105.0,-0.6,-0.1,102.0,105.0

# Reformatted: entries from further up.
Structure	HRas wt GTP bind	Pf gamet viab	Avidin fluor	GSH fluor	Rab2 wt GTP	Rab7 wt GTP bind	Rac1 wt modul	ABCG2 block	ABCB1 inh	Rac1 act GTP bind	Cdc42 wt
CCCCCn1c2nc3ccccc3nc2c2c(=O)n(CC(C)C)cnc21	95.0	.	9	35	95.0	94.0	96.0	17.5	1.9	94.0	96.0
O=C(NCc1nnc(SC/C=C/c2ccccc2)o1)c1ccco1	99.0	.	7	42	99.0	97.0	107.0	3.2	0.1	99.0	100.0
CCOC(=O)C1CCN(S(=O)(=O)c2c(C)n[nH]c2C)CC1	104.0	-0.6	16	17	106.0	96.0	105.0	-0.6	-0.1	102.0	105.0
Cc1ccc(C(=O)n2nc(-n3cccc3)c3c(C)cc(C)nc32)cc1	?	-21.2	11	14	?	?	?	3.1	1.3	?	?

# Remaining list, next part
SMILES,HRas wt GTP bind,Pf gamet viab,Avidin fluor,GSH fluor,Rab2 wt GTP,Rab7 wt GTP bind,Rac1 wt modul,ABCG2 block,ABCB1 inh,Rac1 act GTP bind,Cdc42 wt
CC(C)(C)c1ccc(OCC(=O)N/N=C/c2ccsc2)cc1,99.0,.,4,10,101.0,97.0,102.0,0.8,-0.1,99.0,100.0
O=C(Cn1c(=O)oc2cc(S(=O)(=O)N3CCc4ccccc43)ccc21)NC1CCCC1,104.0,.,5,18,103.0,103.0,107.0,1.0,0.7,99.0,103.0
COC(=O)CN1C(=O)Nc2ccc(Br)cc2C1c1ccccc1Cl (stereo not drawn),97.0,.,17,11,93.0,96.0,82.0,0.7,0.7,92.0,96.0
CCC(O)(c1ccc(OC)cc1)C(CN1CCOCC1)c1ccccc1 (stereo not drawn),98.0,.,10,15,99.0,107.0,97.0,9.2,5.2,96.0,98.0
CCC(=O)Nc1ccc(C(=O)N/N=C/c2cccnc2)cc1,99.0,.,28,8,100.0,101.0,99.0,2.2,0.5,98.0,100.0
Cc1ccccc1NS(=O)(=O)c1ccc(C)c(NS(C)(=O)=O)c1C,99.0,28.0,8,11,100.0,110.0,101.0,2.1,0.7,95.0,90.0
O=C(Cc1c[nH]c2ccccc12)NCc1cccs1,96.0,1.3,9,14,98.0,99.0,99.0,0.0,3.3,98.0,94.0
CCOC(=O)C1=C(Cc2ccc(Cl)cc2)C(=O)c2ccccc2C1=O,100.0,.,6,11,98.0,99.0,103.0,-2.6,0.5,94.0,98.0
C=CCSC1=C(C#N)C(c2cc(Br)c(O)c(OC)c2)CC(=O)N1 (stereo not drawn),97.0,-10.7,7,33,97.0,94.0,97.0,30.8,0.3,93.0,97.0
O=C(c1ccco1)N1CCN(S(=O)(=O)c2ccc3c(c2)OCCO3)CC1,99.0,.,9,14,101.0,99.0,102.0,3.1,-0.8,97.0,99.0
O=C(NCCN1Cc2ccccc2C1=O)c1cccs1,99.0,14.9,39,38,103.0,103.0,106.0,21.1,0.7,98.0,100.0
COc1ccc(-n2nnnc2SCC(=O)Nc2ccccc2N2CCOCC2)cc1OC,99.0,13.1,13,8,101.0,106.0,101.0,12.1,0.5,95.0,98.0
Cc1cc(C)nc(N2CCC(C(=O)NCc3ccccc3F)CC2)n1,100.0,-6.2,11,18,97.0,101.0,98.0,-0.5,0.0,95.0,98.0
Cn1nnc2cc(NC(=O)NCc3ccc4c(c3)OCO4)ccc21,98.0,.,13,22,100.0,98.0,105.0,1.7,-1.0,99.0,100.0
CC1(C)C(=O)Nc2ccccc2N1C(=O)COC(=O)c1cc(S(=O)(=O)N2CCOCC2)ccc1F,100.0,-10.8,11,13,100.0,102.0,100.0,3.4,0.5,98.0,99.0
O=C(Nc1ccccc1N1CCCC1)c1ccc([N+](=O)[O-])cc1Cl,95.0,.,8,15,95.0,101.0,94.0,0.0,-0.1,93.0,91.0
O=C(CCN1C(=O)c2cccnc2C1=O)NC1CCCCCC1,101.0,18.8,35,15,102.0,100.0,102.0,0.9,0.2,99.0,101.0
O=C(CN1CCN(c2ccccc2)CC1)Nc1ccccc1Cl,93.0,-10.7,9,10,92.0,94.0,96.0,8.5,0.0,95.0,91.0
O=C(CC1Sc2ncnn2C1=O)Nc1ccc(Cl)cc1 (stereo not drawn),100.0,9.0,5,20,98.0,103.0,99.0,0.8,0.2,99.0,96.0
CC(C)C(NS(=O)(=O)c1ccc2c(c1)OCCO2)C(=O)NCCc1ccccn1 (stereo not drawn),98.0,.,11,26,96.0,97.0,91.0,9.7,0.8,95.0,97.0
CC1=CCC2C(=O)N(CCc3c[nH]c4ccccc34)C(=O)C2C1 (stereo not drawn),101.0,.,7,16,101.0,101.0,102.0,1.5,0.4,100.0,99.0
COC(=O)c1ccc2c(=O)n(CCCCCC(=O)O)c(=O)[nH]c2c1,99.0,8.0,4,24,99.0,98.0,103.0,3.2,0.6,97.0,101.0
O=C(COC(=O)c1cc(=O)c2ccccc2o1)Nc1ccc2ccccc2c1,97.0,-0.1,4,8,93.0,99.0,94.0,18.2,1.3,93.0,95.0
CCN=C1SC(CC(=O)NCCc2ccc(OC)c(OC)c2)C(=O)N1CC (stereo not drawn),101.0,.,18,8,97.0,100.0,97.0,1.1,0.4,95.0,100.0

# Ordered by length of the SMILES (rising): 4 of the compounds above
SMILES,HRas wt GTP bind,Pf gamet viab,Avidin fluor,GSH fluor,Rab2 wt GTP,Rab7 wt GTP bind,Rac1 wt modul,ABCG2 block,ABCB1 inh,Rac1 act GTP bind,Cdc42 wt
O=C(NCCN1Cc2ccccc2C1=O)c1cccs1,99.0,14.9,39,38,103.0,103.0,106.0,21.1,0.7,98.0,100.0
O=C(NCc1nnc(SC/C=C/c2ccccc2)o1)c1ccco1,99.0,.,7,42,99.0,97.0,107.0,3.2,0.1,99.0,100.0
Cc1cc(C)nc(N2CCC(C(=O)NCc3ccccc3F)CC2)n1,100.0,-6.2,11,18,97.0,101.0,98.0,-0.5,0.0,95.0,98.0
CCN=C1SC(CC(=O)NCCc2ccc(OC)c(OC)c2)C(=O)N1CC (stereo not drawn),101.0,.,18,8,97.0,100.0,97.0,1.1,0.4,95.0,100.0

# Continuation.
SMILES,HRas wt GTP bind,Pf gamet viab,Avidin fluor,GSH fluor,Rab2 wt GTP,Rab7 wt GTP bind,Rac1 wt modul,ABCG2 block,ABCB1 inh,Rac1 act GTP bind,Cdc42 wt
CCOC(=O)c1cnc(-n2nc(C)cc2C)nc1NC,97.0,-24.3,6,12,98.0,94.0,98.0,2.9,0.1,96.0,97.0
Cc1cccc2c3nc4ccccc4nc3n(CCCN3C(=O)c4ccccc4C3=O)c12,98.0,-13.5,10,10,96.0,97.0,103.0,33.3,36.4,97.0,103.0
Cc1ccsc1CN1CCC(C(=O)NCc2ccccc2Cl)CC1,103.0,.,6,11,102.0,99.0,105.0,-0.1,.,104.0,104.0
CCOCCCNC(=O)C(NC(=O)CNC(C)=O)c1ccc(Cl)cc1 (stereo not drawn),101.0,-23.2,28,24,100.0,98.0,104.0,4.2,0.3,98.0,101.0
CNC(=O)c1c(Cl)cnn1-c1ccccc1,96.0,-8.8,5,18,96.0,96.0,98.0,1.0,0.1,95.0,97.0
COC(=O)CC1=NN(c2ccc(OC)cc2)C(=O)/C1=C\c1ccc(Cl)cc1,98.0,7.3,4,9,95.0,96.0,100.0,0.9,0.4,94.0,94.0
Cc1cc(C)nc(NS(=O)(=O)c2ccc(NC(=O)Nc3ccccc3)cc2)n1,98.0,-3.7,25,8,94.0,104.0,94.0,-0.5,-0.1,94.0,93.0
COc1ccc2[nH]c(=O)c(CN(c3ccc(C)c(C)c3)S(C)(=O)=O)cc2c1,103.0,28.5,10,10,98.0,107.0,102.0,0.4,0.1,98.0,98.0
Cc1cc(C)n(CC(O)COc2ccccc2C)n1 (stereo not drawn),100.0,2.9,6,20,99.0,104.0,98.0,0.5,0.2,98.0,99.0
CC(C)NC(=O)COC(=O)c1ccc(O)cc1,99.0,.,18,26,98.0,93.0,96.0,-0.4,-2.8,96.0,101.0
CCOCc1nnc(NC(=O)CSc2ccc(C)cc2)s1,100.0,.,4,18,99.0,97.0,109.0,3.7,0.5,99.0,102.0
CCCC(=O)OCCn1c(Br)nc2c1c(=O)[nH]c(=O)n2C,103.0,.,28,22,103.0,101.0,107.0,53.3,1.1,101.0,103.0
O=C(CSc1nc2ccccc2[nH]1)Nc1ccccc1N1CCOCC1,100.0,.,8,52,99.0,99.0,100.0,3.0,0.5,98.0,99.0
